Screening results deposited in PubChem BioAssay by several laboratories.
ARFGAP1 inhibitor = inhibitors of rat ARFGAP1 GAP activity, primary screen, biochemical, fluorescence polarization, GDP tracer. ADP-ribosylation factor GTPase-activating protein 1 (Rattus norvegicus), Q62848. Arfgap1-stimulated ARF1 GTP hydrolysis, GDP FP detection. hit rate 0.26% among 360,000. inhibition, % at 16.5 µM;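 active = inhibition above a per-plate limit, mean inhibition of low control wells plus 3 SD, cut at about 25% in these data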;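 also: 0% = DMSO wells with enzyme and 100% = wells lacking Arfgap1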
Target sequence (Q62848 1-136 limits assumed): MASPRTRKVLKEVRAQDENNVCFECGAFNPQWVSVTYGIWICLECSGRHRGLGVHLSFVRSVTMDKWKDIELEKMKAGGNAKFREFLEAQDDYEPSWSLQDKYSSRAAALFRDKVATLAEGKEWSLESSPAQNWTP
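material = rat Arfgap1 catalytic domain, aa 1-136 | also added = human ARF1(Δ1-17)-GTP substrate | compound dosing = one concentration, 16.5 µM, DMSO 1.26% | times = GTP hydrolysis reaction 2 h at 25 °C | measured by = FP, GDP Alexa 633 tracer displaced from anti-GDP antibody, 620/688 nm | evaluation = percent inhibition of Arfgap1-stimulated GTP hydrolysis | replication = single well per compound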
GAA850 FXN act = FXN promoter activators, primary screen, cell-based, luciferase luminescence, HEK293 lucGAA850; HEK293 lucGAA850 FXN promoter luciferase reporter, 24 h; percent of 10 µM SAHA response; activation, % at 6 µM; hit rate 0.56% among 360,000; AID 540364, 2011;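 active = activation above the average of all compounds screened plus 3 SD, cutoff fixed separately per campaign, cut at about 7.5% in these data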;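 also: 0% = DMSO wells and 100% = 10 µM SAHA wells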
proKLK7 act = proKLK7 zymogen activators, primary screen, biochemical, fluorescence intensity; purified proKLK7, EDANS-DABCYL substrate fluorescence; 100% is mature enzyme control, 0% vehicle; Kallikrein-7 (Homo sapiens), P49862; activation, % at 7 µM; hit rate 0.9% among 370,000;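 active = activation above the mean of all tested compounds plus 3 SD, computed per campaign excluding outliers beyond control limits, cut at about 13% in these data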
Target sequence (P49862 whole entry, looked up): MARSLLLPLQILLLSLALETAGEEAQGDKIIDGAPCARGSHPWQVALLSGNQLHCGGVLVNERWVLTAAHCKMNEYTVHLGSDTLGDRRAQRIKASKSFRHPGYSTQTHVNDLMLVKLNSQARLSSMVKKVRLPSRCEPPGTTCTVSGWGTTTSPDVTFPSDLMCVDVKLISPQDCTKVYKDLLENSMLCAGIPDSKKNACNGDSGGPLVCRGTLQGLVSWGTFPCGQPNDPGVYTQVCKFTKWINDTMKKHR
rCAG RNA binder = binders of r(CAG) RNA repeats, primary screen, biochemical, fluorescence | inhibition, % at 3 µM | hit rate 1.3% among 370,000 | r(CAG) RNA repeat, TO-PRO-1 dye displacement fluorescence;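 active = inhibition above the plate cutoff, the mean of all test compounds on that plate plus 3 SD, cut at about 35% in these data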;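 also: 0% = DMSO alone and 100% = 100 µM mitoxantrone as full dye displacement; higher means more dye released from RNA so lower well fluorescence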
ADAM10 inh = human ADAM10 inhibitors, primary screen, biochemical, QFRET, HTS; Disintegrin and metalloproteinase domain-containing protein 10 (Homo sapiens), O14672; inhibition, % at 7 µM; hit rate 0.62% among 370,000; AID 720582, 2013; recombinant ADAM10, EDANS/DABCYL FRET peptide cleavage, 3 h;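 active = inhibition above a per-campaign cutoff equal to the mean of compounds falling between control-based bounds plus 3 SD, cut at about 20% in these data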;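 also: 0% = DMSO wells while the 100% control is not disclosed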
GC-B act = human GC-B receptor activators, primary screen, HEK293 GC-B cells, cGMP TR-FRET, EC30 CNP. activation, % at 10 µM. 0% at EC30 CNP, 100% saturating CNP. hit rate 0.11% among 370,000;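 active = activation at 10 µM reaching about 35% in either raw or pattern-adjusted values, limit read from the data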
Tn6 DDE FP = inhibitors of Tn6 peptide binding to fibrin DD(E), primary screen, biochemical, fluorescence polarization, human fibrin, Tn6 probe; Fibrin DD(E) TRITC-Tn6 fluorescence polarization displacement; inhibition, % at 8.3 µM; hit rate 0.21% among 370,000; AID 720509, 2013;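 active = inhibition above a per-campaign cutoff: mean of compounds within control limits plus 3 SD, cut at about 15% in these data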;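 also: 0% = median of all compound wells on the plate and 100% = blocking peptide control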
HGIII-sPLA2 inh = human group III sPLA2 inhibitors, primary screen, biochemical, QFRET, BODIPY PC-A2 liposome substrate; inhibition, % at 12.2 µM; hit rate 0.56% among 370,000; Group 3 secretory phospholipase A2 (Homo sapiens), Q9NZ20; QFRET BODIPY PC-A2 liposome hydrolysis, fluorescence;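 active = inhibition above mean plus 3 SD of compounds lying within the high and low control bounds, cut at about 19% in these data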;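 also: 0% = median of test compound wells and 100% = no enzyme DMSO wells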
NPR1 activator = GC-A stimulated cGMP production enhancers – HEK293 GC-A cells, cGMP TR-FRET, EC30 ANP, primary screen; hit rate 0.14% among 370,000; activation, % at 10 µM; 0% at EC30 ANP, 100% saturating ANP; Atrial natriuretic peptide receptor 1 (Homo sapiens), P16066; in the data active = activation above about 40%
ASAP1 inh = inhibitors of human ASAP1 ArfGAP activity, primary screen, biochemical, fluorescence polarization. ASAP1-stimulated ARF1 GTP hydrolysis, GDP FP detection. Arf-GAP with SH3 domain, ANK repeat and PH domain-containing protein 1 (Homo sapiens), …. inhibition, % at 16.5 µM. hit rate 0.19% among 360,000. AID 624377, 2012; in the data active = inhibition above about 25%;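 also: 0% = vehicle with enzyme and substrate and 100% = no enzyme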
Target sequence (Q9ULH1 325-724 limits assumed): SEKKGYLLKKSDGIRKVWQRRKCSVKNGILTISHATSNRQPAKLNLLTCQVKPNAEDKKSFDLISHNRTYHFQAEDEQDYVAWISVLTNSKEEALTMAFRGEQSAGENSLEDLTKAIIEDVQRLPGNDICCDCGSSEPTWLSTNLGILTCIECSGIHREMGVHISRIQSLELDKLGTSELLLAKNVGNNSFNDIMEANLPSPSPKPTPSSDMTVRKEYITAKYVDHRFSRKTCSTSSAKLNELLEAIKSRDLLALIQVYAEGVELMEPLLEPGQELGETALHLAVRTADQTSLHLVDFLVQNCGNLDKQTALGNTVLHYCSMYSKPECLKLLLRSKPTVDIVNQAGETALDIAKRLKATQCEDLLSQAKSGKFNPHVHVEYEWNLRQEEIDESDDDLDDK
* = called active by the depositor; . = not tested or not shown.

SMILES	ARFGAP1 inhibitor	GAA850 FXN act	proKLK7 act	rCAG RNA binder	ADAM10 inh	GC-B act	Tn6 DDE FP	HGIII-sPLA2 inh	NPR1 activator	ASAP1 inh
Cc1ccc(NC2=C(C(=O)c3ccccc3)N(C)S(=O)(=O)c3ccccc32)cc1	11	1.4	-0.3	4	8	-1	-4	5	-5	-4
Cc1cc(C2=NNC(=Nc3ccc(S(=O)(=O)N4CCOCC4)cc3)SC2)c(C)n1C	1	-0.2	-1.0	19	3	4	1	1	0	0
CCOc1ccc(C(=O)NCC(=O)NCCCSc2ccccc2)cc1OCC	1	-0.2	0.3	-3	-1	-6	-1	-8	-1	-14
COc1cc(C(=O)Oc2cccc(/C=N/NC(=O)c3cccnc3)c2)cc(OC)c1OC	-3	-4.8	0.2	0	-2	1	3	0	3	13
CCN(CC)C(=O)C1CCC(C)(C(=O)O)C1(C)C (stereo not given)	-11	1.1	-0.6	0	1	3	13	8	4	1
Cc1ccc(C(=O)NNC(=S)NC(=O)c2ccccc2)cc1	2	0.7	-0.4	14	24*	7	-7	35*	-3	3
O=C(CSc1ncnc2c1oc1ccccc12)c1cccs1	3	2.5	0.1	1	0	-2	1	-12	4	0
Cn1c(CCNS(=O)(=O)c2ccccc2)nnc1SCc1cccnc1	8	0.6	-0.2	0	-14	-2	5	2	1	3
CN1C(=O)CC(NNC(=O)c2ccc(Cl)cc2)C1=O (stereo not given)	-6	-2.0	-0.1	4	-10	7	2	-2	2	5
CC(C)[C@H](NC(=O)[C@@H]1Cc2ccccc2CN1)C(=O)NC1CCCCC1	8	-0.1	-0.5	-4	6	5	3	1	0	3
O=C(/C=C/c1cccc(Br)c1)N1CCN(c2cccc(C(F)(F)F)c2)CC1	-3	0.1	-0.3	-1	4	-3	2	-1	-1	7
O=C(NCCc1ccc(Cl)cc1)C1CCC(CNc2nc(=S)[nH]c3ccccc23)CC1 (stereo not given)	13	0.1	0.4	0	-7	0	-4	1	-3	-4
C/C(=N\NC(=S)Nc1c(C)cccc1C)c1cc2ccccc2o1	1	0.7	-0.7	0	2	-2	3	5	-1	2
Cc1[nH]n(-c2ccc(C(=O)O)cc2)c(=O)c1CCO	6	1.5	-0.4	0	-8	0	2	0	5	-8
O=C(CC(=O)c1ccccc1)Nc1ccccc1	3	2.9	-0.1	1	-5	3	5	-17	4	-7
O=C(NCC1CCCO1)c1csc2c1CCCC2 (stereo not given)	0	1.7	0.4	0	3	-1	-1	-4	2	2
CCCNC(=O)c1cc(C2CCCN(C(=O)c3ccc4c(c3)CCO4)C2)on1 (stereo not given)	0	0.8	0.4	-1	-14	-9	2	0	0	2
CCn1c(/C=C/c2c(C)[nH]c3ccccc23)nc2ccccc2c1=O	14	2.6	-4.9	4	-7	-6	1	1	2	0
COC(=O)C(C(C)C)N1CCc2c(C)nc3c(C#N)cnn3c21 (stereo not given)	14	2.1	4.0	8	-196	0	-1	-2	-1	9
Cc1ccc(-n2cc(CN(C)CCc3cn[nH]c3)c(-c3cccc(C)c3)n2)cc1	-1	2.5	-0.2	-8	3	-3	0	-21	-1	0
CCOC(=O)c1sc(=S)n(-c2cc(OC)ccc2OC)c1N	5	0.9	-0.4	-3	-1	3	4	13	7	-5
CCN(C[C@H]1N[C@@](CC)(C(=O)OC)[C@H]2C(=O)N(C)C(=O)[C@@H]12)S(=O)(=O)c1ccc(C(F)(F)F)cc1	-15	0.5	-0.1	0	-18	3	7	12	-1	7
CN(C)C(=O)N1CCN(C(=O)N(C)C)CC1	1	-0.8	-0.6	-2	-5	7	5	-1	3	-2
COC(=O)COc1ccc(S(=O)(=O)NCc2ccco2)cc1Cl	3	-0.9	-0.2	5	5	0	-4	-8	2	13
COc1ccc(NC(=O)CCNC(=O)Cn2ccc3ccccc3c2=O)cc1Cl	6	0.0	-1.1	-1	3	6	-9	2	-2	2
COc1cccc(OCCSc2nc3ccccc3c(=O)[nH]2)c1	-6	5.2	-0.7	4	5	-2	7	1	3	-4
CCN(CC)CCCN(C(=O)c1ccccc1C)c1nc(-c2ccc(OC)cc2)cs1	0	-0.8	0.6	-1	0	-7	0	3	-6	0
COc1ccc(/C(C)=N/NC(=O)CNC(=O)COc2ccccc2)c(OC)c1	6	0.2	-0.5	-3	5	-2	6	-7	4	-21
CCOC(=O)C1(CCCc2ccccc2)CCN(C(=O)c2n[nH]c(CC)c2C)CC1	4	-0.2	0.3	-1	2	5	5	-20	2	20
COC(C[C@H]1O[C@H]1[C@H](O)COCc1ccccc1)OC	-7	0.8	0.2	-3	-6	5	2	6	2	10
CCCCN(C)CCC(=O)Nc1ccc2c(c1)CCC2	-6	0.5	-0.3	-6	-1	-1	5	5	-2	-10
Cc1cc2nc(-c3ccco3)c(Cc3cccc(F)c3)n2c(C)c1Br	3	.	-0.3	37*	0	20	8	0	-5	-8
COc1cc(NC(=S)NC(=O)CC(C)C)ccc1NC(=O)c1cc2ccccc2o1	-12	-0.7	0.2	1	-4	0	4	-1	7	8
COc1ccc(Cc2nnc(NC(=O)Nc3ccc(F)cc3)s2)cc1OC	-4	-1.0	-0.5	28	1	3	7	-16	4	-4
Cc1nnc2sc(-c3ccccn3)nn12	-7	-0.4	0.5	1	8	-1	0	0	-3	1
COc1ccc(N(CC(=O)NCc2cccnc2)S(=O)(=O)c2c(C)nn(C)c2C)cc1	-4	-1.6	0.2	1	-3	2	-5	5	-2	-3
Cc1ccc(NC(=O)CNC(=O)Cc2cccc3ccccc23)c(O)c1	9	0.0	-1.0	8	2	1	-2	-21	0	3
CCOC(=O)C1(CCOC)CCN(Cc2cnc(-c3cccc(C)c3)nc2)CC1	-5	2.4	0.2	-7	-10	1	-7	-4	0	-4
Nn1c(-c2ccccc2)nc2ccccc2c1=O	8	-0.2	-0.2	2	0	-3	-5	11	-2	16
Cc1ccc(CNS(=O)(=O)c2c(N)n(C)c(=O)n(C)c2=O)cc1	-1	-0.5	0.4	0	5	-3	-5	4	-2	-3
Cc1nn(Cc2ccc(C(=O)Nc3nccs3)cc2)c(C)c1Cl	-2	0.9	0.6	-3	3	8	-2	-8	5	2
O=C(CN1CCN(C(=O)C2CC2)CC1)Nc1ccc(Cl)cc1F	9	1.1	0.3	-7	-12	-3	-8	12	1	6
Cc1cccc(-n2nc3c(c2NC(=O)c2ccc4c(c2)OCO4)CS(=O)(=O)C3)c1C	-9	1.4	-0.1	-2	-1	-3	-1	-26	0	2
CCOC(=O)C(C(=O)OCC)N(C#N)c1nc(SC)nc(N(C)C)n1	-2	-1.5	0.7	-2	-6	2	-4	-1	-2	-13
Cc1ccc2nsnc2c1N(S(C)(=O)=O)S(C)(=O)=O	-8	1.9	-0.5	3	-5	-4	3	0	0	-3
NC(=O)COc1ccc2oc(-c3ccccc3)cc(=O)c2c1	-3	3.5	11	2	-306	-3	0	-4	-2	0
Cn1c(=O)c2c(nc(SCC(=O)N3CCc4ccccc4C3)n2C)n(C)c1=O	1	-1.6	-0.5	-6	-1	6	-2	0	-2	0
Cc1ccc(-c2nc(C)sc2CC(=O)OCC(=O)Nc2cccc([N+](=O)[O-])c2)cc1	6	-0.3	0.1	7	9	-6	1	-35	1	11
Cc1noc(NC(=O)c2cccc(Cl)c2Cl)c1C#N	7	1.2	0.2	-3	2	0	0	0	-3	-1
Cc1ccc(OCCn2c(C3CC(=O)N(Cc4ccccc4)C3)nc3ccccc32)cc1 (stereo not given)	9	-3.3	0.1	2	-5	-7	-4	-16	-8	13
COc1cccc([C@H]2NC(=O)C/C=C/[C@@H](C)[C@@H](c3cccc(OC)c3)NC(=O)C/C=C/[C@H]2C)c1	.	.	0.5	7	-12	-8	-9	14	3	.
Cc1ccc2c(=O)c(C(=O)c3ccc(F)cc3)cn(CC(=O)NCc3ccco3)c2n1	-11	-1.3	0.6	9	-12	-2	9	-2	1	-6
CCCCn1c(SCC(=O)N2CCOCC2)nnc1-c1ccoc1C	-13	-1.1	-0.3	-3	0	4	-2	4	-5	-10
COc1cc(OC)c(C(=O)OCC(=O)Nc2ccc(N3CCOCC3)cc2)cc1OC	-12	-0.2	-0.2	1	-3	-5	-7	1	-4	3
COc1ccc(-c2c(C)nn3c(N)c(C#N)cnc23)cc1OC	-4	-1.7	0.1	-1	4	0	0	11	2	4
Nn1c(SCC(=O)Nc2ccc(S(=O)(=O)N3CCCC3)cc2)nnc1C(F)(F)F	11	1.3	-0.1	5	10	3	3	3	1	10
CC(=O)Nc1cccc(C(=O)OCC(=O)NC(=O)c2ccccc2)c1	6	-0.8	0.7	-4	-10	1	2	0	1	1
COc1cccc(CC2(CO)CCN(S(=O)(=O)N(C)C)CC2)c1	4	-2.2	-0.4	-3	0	3	4	-1	3	-9
Cc1c(C(=O)N2CCN(Cc3ccc4c(c3)OCO4)CC2)sc2ncnc(N3CCN(c4ccccc4)CC3)c12	-8	-1.5	0.2	-2	-1	-5	1	3	-1	-1
COc1ccc(C2=NN(C(=O)CCC(=O)O)C(c3ccccc3)C2)cc1 (stereo not given)	-5	1.3	0.5	5	1	2	3	1	2	-7

Next entries
SMILES	ARFGAP1 inhibitor	GAA850 FXN act	proKLK7 act	rCAG RNA binder	ADAM10 inh	GC-B act	Tn6 DDE FP	HGIII-sPLA2 inh	NPR1 activator	ASAP1 inh
COc1cc(C(=O)Nc2cccc3cccnc23)cc(OC)c1OC	-6	-0.6	0.7	-3	2	6	-3	0	2	-17
CSc1nnc(C)c(=O)n1COC(=O)COc1ccc(F)cc1	4	-0.8	0.1	-1	6	-2	-7	6	0	0
COCCNc1nc(NCc2ccc(NC(C)=O)cc2)c2sccc2n1	-11	0.2	-0.1	-1	-21	4	0	10	-2	5
O=[N+]([O-])C(/C=C(/Cl)[N+](=O)[O-])=C(N1CCCCC1)N1CCCCC1	2	0.3	0.0	-4	4	1	6	3	3	1

One compound at a time (already shown).
`COCCNc1nc(NCc2ccc(NC(C)=O)cc2)c2sccc2n1` across the screens: ARFGAP1 inhibitor = -11; GAA850 FXN act = 0.2; proKLK7 act = -0.1; rCAG RNA binder = -1; ADAM10 inh = -21; GC-B act = 4; Tn6 DDE FP = 0; HGIII-sPLA2 inh = 10; NPR1 activator = -2; ASAP1 inh = 5
`O=[N+]([O-])C(/C=C(/Cl)[N+](=O)[O-])=C(N1CCCCC1)N1CCCCC1` across the screens: ARFGAP1 inhibitor = 2; GAA850 FXN act = 0.3; proKLK7 act = 0.0; rCAG RNA binder = -4; ADAM10 inh = 4; GC-B act = 1; Tn6 DDE FP = 6; HGIII-sPLA2 inh = 3; NPR1 activator = 3; ASAP1 inh = 1
